UHRF1 MBD2 ctr – UHRF1 methylated DNA binding inhibitors, primary screen, counter-screen for MBD2 inhibitor project, biochemical, TR-FRET, human UHRF1, single concentration | E3 ubiquitin-protein ligase UHRF1 (Homo sapiens), Q96T88 | UHRF1 binding to methylated oligo | inhibition, % at 4.4 µM | 370,000 tested, 0.75% active; in the data active means inhibition above about 21%;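 further: UHRF1 SRA domain binding a hemimethylated CpG hairpin DNA probe; 0% = median of test compound wells and 100% = reference inhibitor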
Rev-erbA mod – modulators of Rev-erb alpha DNA binding, primary screen, biochemical, FITC-DNA, fluorescence polarization, uHTS; 370,000 tested, 0.79% active; Nuclear receptor subfamily 1 group D member 1 (Homo sapiens), P20393; activity, % at 10 µM; Rev-erbα–FITC-DNA binding, 90 min;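 active means activity above about 14%, limit read from the data; passing the limit was not always enough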;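 further: 0% = DMSO wells with 35 nM protein and 100% = DMSO wells with 750 nM protein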
PG9 binder – binders of HIV-1 gp120 antibody PG9, primary screen, biochemical, TR-FRET; HIV-1 gp120 / PG9 antibody interaction; TR-FRET gp120-PG9 antibody binding; inhibition, % at 6.7 µM; 360,000 tested, 0.43% active; AID 624416, 2012; in the data active means inhibition above about 8.5%
PRMT1 inh – PRMT1 methyltransferase inhibitors, primary screen, biochemical, fluorescence polarization; Protein arginine N-methyltransferase 1 (Homo sapiens), Q99873; recombinant PRMT1, activity-based probe fluorescence polarization; inhibition, % at 2.79 µM; 370,000 tested, 1.3% active; AID 652257, 2013;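 active means inhibition above about 21% made by adding two undisclosed values, limit read from the data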
TCR CD3 inh – inhibitors of human TCR-CD3 interaction, primary screen, biochemical, fluorescence, TAMRA-labeled TCR probe. T-cell receptor (TCR). inhibition, % at 9.4 µM. 360,000 tested, 0.37% active. AID 651800, 2012; in the data active means inhibition above about 19%;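 further: recombinant mutant TCR 2C K166C tagged with TAMRA read by polarization; 0% = receptor in buffer alone and 100% = receptor with positive control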
LEDGF integ inh – blockers of LEDGF/p75-dependent integrase strand transfer – biochemical, TR-FRET, high throughput, primary screen; HIV-1 integrase (with human LEDGF/p75); TR-FRET IN-LEDGF/p75 DNA integration, Eu/Cy5; inhibition, % at 3.7 µM; 370,000 tested, 0.64% active;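 active means inhibition above the screen-wide mean plus 3 SD, cut at about 13% in these data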;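 further: signal is the Cy5 over europium emission ratio at 671 and 618 nm; 0% = plate median of compound wells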
HTRA1 inh – HTRA1 serine protease inhibitors, primary screen, biochemical, fluorescence polarization, HTS. Q92743. recombinant HTRA1, FP-rhodamine activity-based probe. inhibition, % at 5.96 µM. 340,000 tested, 0.5% active; in the data active means inhibition above about 36%;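 further: 0% = enzyme with DMSO and 100% = wells lacking enzyme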
Target sequence (Q92743 whole entry, looked up): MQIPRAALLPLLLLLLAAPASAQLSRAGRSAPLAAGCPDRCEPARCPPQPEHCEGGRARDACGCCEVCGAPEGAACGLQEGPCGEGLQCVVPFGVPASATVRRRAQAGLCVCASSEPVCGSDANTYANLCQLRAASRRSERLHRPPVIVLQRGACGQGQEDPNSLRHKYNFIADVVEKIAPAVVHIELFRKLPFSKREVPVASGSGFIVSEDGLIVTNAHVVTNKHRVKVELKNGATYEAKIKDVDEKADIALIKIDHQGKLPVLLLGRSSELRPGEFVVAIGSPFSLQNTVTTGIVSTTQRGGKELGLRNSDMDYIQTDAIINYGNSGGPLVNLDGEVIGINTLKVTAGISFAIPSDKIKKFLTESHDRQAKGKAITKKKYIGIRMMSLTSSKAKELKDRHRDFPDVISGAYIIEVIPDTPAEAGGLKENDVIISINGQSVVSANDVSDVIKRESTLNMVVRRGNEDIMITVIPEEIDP
rCAG binder – binders of r(CAG) RNA repeats, primary screen, biochemical, fluorescence | r(CAG) RNA repeat, TO-PRO-1 dye displacement fluorescence | inhibition, % at 3 µM | 370,000 tested, 1.3% active;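 active means inhibition above the plate cutoff, the mean of all test compounds on that plate plus 3 SD, cut at about 35% in these data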;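 further: 0% = DMSO alone and 100% = 100 µM mitoxantrone as full dye displacement; higher means more dye released from RNA so lower well fluorescence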
ABHD4 inh – ABHD4 inhibitors, primary screen, biochemical, fluorescence polarization, mouse; AID 720543, 2013; purified mABHD4, FP-Rh probe fluorescence polarization; inhibition, % at 8.92 µM; 370,000 tested, 0.54% active;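 active means inhibition exceeding the mean over every tested compound plus 3 SD, cut at about 30% in these data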;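 further: 0% = plate median of compound wells and 100% = S159A mutant with DMSO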
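assay system = mABHD4 protein | compound dosing = single nominal dose of 8.92 µM, 0.89% DMSO final | read-out basis = percent inhibition of probe binding, normalized to plate controls | schedule = Enzyme–compound pre-incubation 45 min, then probe 60 min, both 25 °C | detection = fluorescence polarization, excitation 525 nm, emission 598 nm, BODIPY TMR filters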
MBD2 inh – inhibitors of MBD2 binding to methylated DNA, primary screen, biochemical, TR-FRET, DNA-binding domain, human | Methyl-CpG-binding domain protein 2 (Homo sapiens), Q9UBB5 | MBD2 binding to methylated oligonucleotide | inhibition, % at 4.4 µM | 370,000 tested, 0.31% active | AID 686964, 2013; in the data active means inhibition above about 13%
Target sequence (Q9UBB5 whole entry, looked up, the tested form may be a part): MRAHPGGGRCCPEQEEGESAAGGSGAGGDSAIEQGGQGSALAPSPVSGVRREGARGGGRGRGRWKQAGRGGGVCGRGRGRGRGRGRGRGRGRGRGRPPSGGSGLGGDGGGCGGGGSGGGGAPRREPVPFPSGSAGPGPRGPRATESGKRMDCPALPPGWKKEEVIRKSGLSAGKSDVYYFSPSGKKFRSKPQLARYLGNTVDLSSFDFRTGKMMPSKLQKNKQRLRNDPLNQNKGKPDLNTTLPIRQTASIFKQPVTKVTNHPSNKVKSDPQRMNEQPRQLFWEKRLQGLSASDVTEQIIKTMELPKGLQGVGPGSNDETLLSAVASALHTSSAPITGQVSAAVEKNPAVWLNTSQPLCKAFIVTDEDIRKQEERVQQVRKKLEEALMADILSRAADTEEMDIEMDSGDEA
The depositor's hits bear a star; nt = not tested or not shown. Only part of the results is shown (hit frequency here may not be typical).

canonical_smiles	UHRF1 MBD2 ctr	Rev-erbA mod	PG9 binder	PRMT1 inh	TCR CD3 inh	LEDGF integ inh	HTRA1 inh	rCAG binder	ABHD4 inh	MBD2 inh
CCOc1ccccc1NC(=O)C1CCN(c2ccc(S(=O)(=O)N3CCCC3)cc2)CC1	0.7	-0.1	-0.4	1.9	-5.4	-2.0	-6.4	-0.8	2.0	-0.6
COC(=O)c1cc2ccsc2n1Cc1cc(=O)n2ccccc2n1	1.1	-3.1	0.6	0.7	7.3	0.1	-5.3	2.0	-7.3	-5.3
Cc1ccc(NC(=O)Cn2cc(S(=O)(=O)c3ccccc3)c(=O)c3cc(F)ccc32)cc1	0.7	24.6	3.9	-2.7	7.7	-1.9	-6.5	5.8	1.6	5.0
CC1Sc2ccc(S(=O)(=O)N3CCC(C(=O)NCc4ccco4)CC3)cc2NC1=O (stereo unspecified)	2.7	1.2	2.0	7.5	-3.8	-5.1	0.2	5.9	1.8	3.3
CC1CN(C(=O)COc2coc(CN3CCc4ccccc4C3)cc2=O)CC(C)O1 (stereo unspecified)	0.8	-0.5	-0.7	-0.6	-4.3	-0.5	1.2	-7.3	8.0	-2.2
COc1ccccc1C(=O)Nc1ccc(C(=O)/C=C/c2cccs2)cc1	0.5	5.7	-2.2	-0.1	5.3	3.8	-83.7	5.8	-32.6	-1.8
C=CCN(c1ccccc1)S(=O)(=O)c1cccc(C(=O)Nc2cccc(C)n2)c1	-2.1	6.5	1.3	0.4	-3.2	-3.6	-27.7	-0.7	-3.2	1.6
O=C(C[N+]1(CC#Cc2ccccc2)CCCCC1)c1ccccc1	3.1	4.0	0.7	-5.2	6.4	6.8	-5.5	-3.0	-4.8	0.0

(further entries)
canonical_smiles	UHRF1 MBD2 ctr	Rev-erbA mod	PG9 binder	PRMT1 inh	TCR CD3 inh	LEDGF integ inh	HTRA1 inh	rCAG binder	ABHD4 inh	MBD2 inh
COc1ccc2nc(NNC(=O)COc3ccccc3)sc2c1	-1.4	-2.4	-1.4	-0.5	6.0	-0.7	5.2	1.6	11.8	4.6
CCC(=O)NCCCCCCNC(=O)CC	0.3	2.1	-1.9	-0.3	2.6	-3.8	-5.3	-1.7	-0.2	1.2
CN1CCN(c2ccc3sc(-n4ccc5ccccc54)nc3c2)CC1	-3.4	9.4	-1.2	-0.3	-1.9	3.4	21.1	6.5	27.6	-4.1
Nc1cc(Cl)ccc1Oc1ccc(Cl)cc1	-1.5	5.6	1.1	1.4	3.3	-0.5	-2.8	1.5	-0.4	-0.2
CCN1/C(=C/c2ccc3ccccc3[n+]2CC)C=Cc2ccccc21	-0.7	-34.4	-13.9	4.5	-11.9	-1.8	-22.3	13.6	-98.0	10.9
COc1cc(-c2nc(-c3ccc4c(c3)-c3ccccc3S4(=O)=O)c(-c3ccccc3)[nH]2)cc(OC)c1OC	4.9	0.2	0.6	7.4	-2.6	4.5	-25.6	19.1	-7.1	3.9
CCCCCCCN=C(C)c1ccccc1O	-2.1	-1.3	0.2	-2.0	12.4	1.4	2.9	-3.0	-0.3	-4.7
CCNC(=S)Nc1ccc2c(c1)c(=O)n(C)n2Cc1cccc(C(F)(F)F)c1	-2.3	-8.4	0.8	4.3	-0.3	-0.9	nt	0.5	10.6	-5.5

Next section.
canonical_smiles	UHRF1 MBD2 ctr	Rev-erbA mod	PG9 binder	PRMT1 inh	TCR CD3 inh	LEDGF integ inh	HTRA1 inh	rCAG binder	ABHD4 inh	MBD2 inh
COc1ccc(OC)c(C2C(C(C)=O)=C(O)C(=O)N2CCc2ccc(OC)c(OC)c2)c1 (stereo unspecified)	-5.3	-2.7	-0.1	-2.0	0.3	-1.8	-9.6	4.6	9.2	2.7
O=c1cc(C(F)(F)F)[nH]c(=O)n1C1CCCCC1	0.0	4.5	-0.4	1.8	0.4	-3.4	-1.6	-0.3	-0.6	0.1
COc1cc(CNc2ccc(S(N)(=O)=O)cc2)ccc1OCC(=O)NC1CCCCC1	-1.4	1.2	0.3	0.3	7.6	-1.2	-5.4	-5.1	-0.9	3.0
COc1cc(C(C)=O)ccc1OCC(=O)N1CCc2ccccc2C1	1.2	-0.1	1.9	-2.2	0.0	-2.0	0.9	-4.4	-6.8	-5.2
C(=Cc1nc2ccccc2o1)c1ccc2c(c1)OCO2	-0.7	4.3	-0.2	-1.2	6.6	0.7	-9.1	3.5	-4.1	-1.4
CCC(=O)Nc1ccc(S(=O)(=O)N2CCc3ccccc3C2)cc1	18.4	1.8	1.7	-3.2	-1.0	1.2	-6.9	9.3	-4.2	2.6
O=C1NC(CCc2ccccc2)C(=O)N1Cc1cccc2ccccc12 (stereo unspecified)	-3.8	3.4	-1.3	-1.0	10.6	-5.4	-22.5	-1.2	-7.8	-4.8
COc1cc(NC(=S)N2c3ccccc3CC2C)cc(OC)c1 (stereo unspecified)	2.0	-2.2	-2.3	-1.2	-3.6	-3.3	-0.2	5.0	9.4	4.0

Continued:
canonical_smiles	UHRF1 MBD2 ctr	Rev-erbA mod	PG9 binder	PRMT1 inh	TCR CD3 inh	LEDGF integ inh	HTRA1 inh	rCAG binder	ABHD4 inh	MBD2 inh
CC(C)c1cc(=O)oc2c3c4c(cc12)CCCN4CCC3	-5.1	-1.0	0.6	8.0	-3.4	-3.6	0.5	0.6	7.5	1.6
Cc1cc(C)c(NC(=O)COC(=O)/C=C/c2cccs2)c(C)c1	2.4	-0.1	-0.9	0.3	5.9	0.5	2.3	0.9	-2.7	2.9
CCOCCn1c(CN2CCN(c3ccccc3)CC2)nc2c1c(=O)n(C)c(=O)n2C	-1.3	-6.3	-2.3	-0.8	-2.8	-4.0	-1.0	-7.6	4.9	1.5
Cc1ccc2nc(N3CCN(C)CC3)c(C#N)cc2c1	-3.1	-2.5	0.6	10.7	3.7	0.5	-2.1	-6.3	-1.6	-12.1
NC(=O)CC(NC(=O)c1ccccc1)c1ccc(NCc2ccccn2)c([N+](=O)[O-])c1 (stereo unspecified)	-5.7	0.2	0.8	2.9	-12.6	0.0	-2.2	1.1	3.0	-5.8
Cc1csc(NC(C)c2nc3cc(C(F)(F)F)ccc3n2CCCO)n1 (stereo unspecified)	-1.2	-1.7	1.1	0.1	-3.1	0.5	2.6	-0.6	-2.9	0.2
CC1CCN(C(=O)CN(c2ccc3c(c2)OCO3)S(C)(=O)=O)CC1	11.6	-1.4	-2.0	1.1	7.0	5.7	4.8	-2.5	0.4	3.1
CCCn1cc2c(c1-c1ccc(C)cc1)c(=O)n(C)c(=O)n2C	2.0	0.4	-0.8	1.2	6.0	1.4	-3.1	-1.5	3.6	-2.1

The list continues:
canonical_smiles	UHRF1 MBD2 ctr	Rev-erbA mod	PG9 binder	PRMT1 inh	TCR CD3 inh	LEDGF integ inh	HTRA1 inh	rCAG binder	ABHD4 inh	MBD2 inh
C/C(=N\NC(=S)NC1CCCCC1)c1ccc(C#N)cc1	2.8	3.5	-2.7	4.0	-4.8	-1.2	-2.9	-2.0	3.4	-1.8
CC1=C(Sc2ccccn2)C(=O)NC(C)(C)C1	-0.6	3.7	-1.2	-0.8	1.6	1.6	7.6	-0.2	0.8	1.6
CCCOc1cccc(C(=O)O)c1	-1.2	-1.0	1.7	-3.2	4.1	-3.8	1.1	1.0	-4.1	1.4
CCc1cn([C@H]2C[C@H](O)[C@@H](CO)O2)c(=O)[nH]c1=O	-2.1	-3.6	0.3	-2.3	5.3	7.5	-0.6	1.6	-4.1	3.6
CCOC(=O)CSc1nc2c(c(=O)n(C)c(=O)n2C)n1Cc1ccccc1F	-0.1	1.9	-1.0	-0.6	4.9	0.0	7.5	-6.6	0.0	-1.7
COc1cccc(CC(NC(C)=O)C(=O)NC2CCN(C(=O)C3CC3)CC2)c1OC (stereo unspecified)	-0.8	nt	-1.4	0.0	-3.6	-4.0	-11.6	-1.5	1.5	1.5
CCn1cc(C(=O)NCc2cccnc2)c(=O)c2cc(F)c(N3CCN(C(=O)c4ccco4)CC3)cc21	8.6	0.9	2.3	4.4	-2.9	-1.4	-0.3	-1.1	-2.9	7.4
Cc1ccc(C(=O)Nc2ncccc2C)cc1S(=O)(=O)N1CCCCC1	1.2	-4.2	-2.6	-0.9	-3.1	0.5	2.4	-2.4	12.0	0.3

Part of the list above in order of formula weight, low to high.
canonical_smiles	UHRF1 MBD2 ctr	Rev-erbA mod	PG9 binder	PRMT1 inh	TCR CD3 inh	LEDGF integ inh	HTRA1 inh	rCAG binder	ABHD4 inh	MBD2 inh
Cc1ccc(C(=O)Nc2ncccc2C)cc1S(=O)(=O)N1CCCCC1	1.2	-4.2	-2.6	-0.9	-3.1	0.5	2.4	-2.4	12.0	0.3
COc1cccc(CC(NC(C)=O)C(=O)NC2CCN(C(=O)C3CC3)CC2)c1OC (stereo unspecified)	-0.8	nt	-1.4	0.0	-3.6	-4.0	-11.6	-1.5	1.5	1.5
CCn1cc(C(=O)NCc2cccnc2)c(=O)c2cc(F)c(N3CCN(C(=O)c4ccco4)CC3)cc21	8.6	0.9	2.3	4.4	-2.9	-1.4	-0.3	-1.1	-2.9	7.4

(listing goes on)
canonical_smiles	UHRF1 MBD2 ctr	Rev-erbA mod	PG9 binder	PRMT1 inh	TCR CD3 inh	LEDGF integ inh	HTRA1 inh	rCAG binder	ABHD4 inh	MBD2 inh
Cc1ccccc1C(=O)N1CC(=O)Nc2ccc(F)cc2C1c1ccccc1 (stereo unspecified)	2.5	0.0	-1.6	1.3	-4.0	-2.1	-4.3	-6.5	-4.8	-3.5
COc1ccc(CNC(=O)CSc2n[nH]c(C)c2[N+](=O)[O-])cc1	0.2	-1.0	-1.5	2.9	2.7	1.7	2.0	1.9	-4.4	0.8
O=C(NCc1ccc(Cl)nc1)c1csc([C@@H]2C[C@H](O)[C@@H](CO)O2)n1	1.6	-2.6	-1.8	3.7	0.4	-0.8	nt	1.5	-1.1	3.9
COc1ccc(CNC(=O)CN2C(=O)CC(c3ccccc3)=Nc3ccccc32)cc1	1.9	-1.5	0.1	0.7	8.0	-2.6	-13.0	-2.5	-1.2	0.5
O=C1C=C(c2ccc(-c3ccccc3)c(F)c2)C[C@@H](c2ccc(F)cc2)C1	1.4	-2.7	0.5	4.5	-4.9	0.3	-18.0	7.7	-7.1	1.8
